sEH inh: blocks human soluble epoxide hydrolase activity | P34913 | recombinant human sEH enzymatic activity assay | inhibition, % at 2 µM | 91,000 tested, 0.34% active | AID 707; in the data active = inhibition above about 80%; also: values of inactives mirror those of a sister screen read the other way; many of its hits are not listed in these tables
Calb biofilm kill: kills Candida albicans biofilms. C. albicans biofilm + clotrimazole, Alamar Blue. 85,000 tested, 0.14% active. inhibition, % at 6 µM;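 active = inhibition above 20%; inactive = inhibition below 20%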;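 also: preformed 24 hr biofilms exposed to compound for 48 hr; 0% = biofilm without compound and 100% = blank killed by clotrimazole plus chlorhexidine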
CD11b adhes inh: inhibitors of human CD11b/CD18 binding to fibrinogen; P05107+P11215; K562 CD11b/CD18 adhesion to fibrinogen, ATPlite luminescence; Mn2+ added to activate the integrin; inhibition, % at 10 µM; 93,000 tested, 0.54% active; AID 1497;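 active = primary inhibition of 50% or more at 10 µM, then 40% or more on retest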; also: some results filed as inactive read as strong as hits
ERa SRC1 pot: ER-alpha (human) coactivator binding potentiation | P03372 | TR-FRET ERalpha-LBD/SRC-Cy5 coactivator binding, 2 h; 100 = basal binding, no effect | coactivator binding (% of control), % at 25.6 µM | 86,000 tested, 1.3% active | AID 639; in the data active = activity above about 200%;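 also: binding measured in presence of low estradiol as agonist stimulus; 0% = peptide alone without receptor and 100% = receptor with peptide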
Target sequence (P03372 whole entry, looked up, the tested form may be a part): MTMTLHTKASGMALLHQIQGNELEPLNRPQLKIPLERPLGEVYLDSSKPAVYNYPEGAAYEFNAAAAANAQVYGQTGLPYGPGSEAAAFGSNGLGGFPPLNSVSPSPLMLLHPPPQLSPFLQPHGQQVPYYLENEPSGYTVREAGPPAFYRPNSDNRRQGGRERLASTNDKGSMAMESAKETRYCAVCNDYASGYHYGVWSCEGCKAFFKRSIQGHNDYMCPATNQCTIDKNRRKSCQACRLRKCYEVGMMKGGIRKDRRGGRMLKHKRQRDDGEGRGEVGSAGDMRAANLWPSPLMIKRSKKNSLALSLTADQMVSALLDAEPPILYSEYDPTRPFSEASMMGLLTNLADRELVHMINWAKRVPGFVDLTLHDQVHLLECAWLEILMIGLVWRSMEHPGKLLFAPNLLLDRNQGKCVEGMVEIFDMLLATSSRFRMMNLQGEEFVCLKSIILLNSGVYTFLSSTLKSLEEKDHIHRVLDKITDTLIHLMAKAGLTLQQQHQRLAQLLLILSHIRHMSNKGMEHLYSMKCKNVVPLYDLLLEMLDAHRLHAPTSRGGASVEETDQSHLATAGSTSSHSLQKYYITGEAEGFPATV
Mac1 fbg enh: increases human CD11b/CD18 adhesion to fibrinogen. K562 CD11b/CD18 adhesion to fibrinogen, ATPlite luminescence. activation, % at 10 µM. 93,000 tested, 0.07% active. AID 1499;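 active = 10 µM primary screen giving 50% or more activity, confirmed by 40% or more on retest at that dose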; also: strong numbers were not always called active; reference of the scale not given here
ERb SRC1 inh: blocks coactivator binding to human estrogen receptor beta; Q92731; TR-FRET ER-beta LBD / SRC1-Cy5 peptide binding; receptor agonist-loaded with 1 µM estradiol; inhibition, % at 25.6 µM; 86,000 tested, 1.3% active; AID 633;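 active = compounds whose percent inhibition of the receptor-coactivator binding signal exceeds about 50% in the single-dose screen, limit read from the data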;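 also: 0% = receptor plus peptide wells without compound and 100% = peptide-only wells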
MT1-MMP txn act: MT1-MMP promoter transcription activation. activation factor at 10 µM. 86,000 tested, 0.16% active. HT1080 MT1-MMP promoter luciferase reporter, luminescence, overnight; active compounds read high;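 active = activation factor of at least 2 for MT1-MMP transcription at 10 µM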
sEH act: activators of human soluble epoxide hydrolase; P34913; purified human sEH enzymatic activity, activator screen; 91,000 tested, 0.04% active; activation, % at 2 µM; AID 717; in the data active = activation above about 37%; also: values of inactives mirror those of a sister screen read the other way
Smad3 FoxH1 inh: inhibitors of human Smad3 transcription factor binding; P84022; 88,000 tested, 0.29% active; inhibition, % at 25 µM; TR-FRET Smad3/Dy647-FoxH1 peptide binding, europium anti-His;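 active = compounds that reduce the energy-transfer binding signal between the protein and its labelled peptide by more than half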;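 also: 0% = Smad3 plus labelled peptide maximal FRET and 100% = peptide-only background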
Target sequence (P84022 whole entry, looked up): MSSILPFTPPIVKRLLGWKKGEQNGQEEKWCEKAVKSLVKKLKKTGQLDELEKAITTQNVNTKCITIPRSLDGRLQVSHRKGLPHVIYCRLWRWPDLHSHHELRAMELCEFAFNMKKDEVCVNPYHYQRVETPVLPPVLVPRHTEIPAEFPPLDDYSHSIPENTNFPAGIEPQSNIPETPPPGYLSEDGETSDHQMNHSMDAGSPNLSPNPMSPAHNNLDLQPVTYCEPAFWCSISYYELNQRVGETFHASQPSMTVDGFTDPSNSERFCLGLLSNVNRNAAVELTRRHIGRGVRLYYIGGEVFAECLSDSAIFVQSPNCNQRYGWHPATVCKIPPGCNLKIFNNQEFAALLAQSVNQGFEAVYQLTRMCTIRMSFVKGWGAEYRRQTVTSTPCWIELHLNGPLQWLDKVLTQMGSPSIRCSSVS
An asterisk follows results filed as active; . = not tested or not shown; [ ] = another dose, or the depositor's remark. Some of the compounds tested; count on the stated rates, not on these rows.

#	SMILES	sEH inh	Calb biofilm kill	CD11b adhes inh	ERa SRC1 pot	Mac1 fbg enh
1	CCC(C)NC(=O)CC(NS(=O)(=O)c1ccc(Cl)cc1)c1ccco1 (stereo unspecified)	4	7	-19	125	0
2	COc1ccc(S(=O)(=O)NCC(c2cccnc2)N2CCN(C)CC2)cc1C (stereo unspecified)	0	2	.	142[fluorescence artefact?]	.
3	CCOC(=O)CSc1nc(C)cc(=O)[nH]1	13	3	-9	124	-2
4	CNC(=O)c1cc2c(=O)n3cc(C)ccc3nc2n(C(C)C)c1=N	-12	-3	-2	98[fluorescence artefact?]	0
5	O=C1CN(C(=O)CN2CCOCC2)C(c2ccccc2)c2cc(Br)ccc2N1 (stereo unspecified)	-4	12	0	96	4
6	FC(F)Oc1ccc(NC(=S)NN2CCOCC2)cc1	-34	.	-8	.	-1
7	CCOC(=O)Nc1ccc2c(c1)N(C(=O)CN(CC)CC)c1ccccc1C=C2	5	7	-10	123[fluorescence artefact?]	-5
8	O=C(Nc1ccncc1)c1cc2ccccc2o1	-1	8	-11	66	-3
9	CCOC(=O)c1oc2ccccc2c1CN1CCN(c2ccccc2)CC1	5	9	14	116	4
10	O=C1C(c2ccc(F)cc2)N(Cc2ccc3c(c2)OCO3)C(=O)CN1C1CCCC1 (stereo unspecified)	-2	8	-10	93	2
11	CC(C)C(=O)N1CCN(c2c(Cl)cccc2[N+](=O)[O-])CC1	2	.	4	.	-2
12	CCN1CCN(P2(=O)C=C(c3ccccc3)OC(c3ccccc3)=C2)CC1	-3	4	-2	96	0

#	ERb SRC1 inh	MT1-MMP txn act	sEH act	Smad3 FoxH1 inh
1	-1	0.9	-4	6
2	-9[fluorescence artefact?]	1.2	0	4
3	-8	0.9	-8	8
4	5[fluorescence artefact?]	0.9	12	-10
5	38	.	6	-4
6	.	.	37	.
7	-2	1	-5	9
8	33[fluorescence artefact?]	1.4	2	2
9	-13	0.8	-5	-3
10	8	1	1	3[fluorescence artefact?]
11	.	.	-2	.
12	-11	1.1	4	6

(further entries)
#	SMILES	sEH inh	Calb biofilm kill	CD11b adhes inh	ERa SRC1 pot	Mac1 fbg enh
13	Cc1ccc(S(=O)(=O)CC(=O)c2ccc(C)c([N+](=O)[O-])c2)cc1	-23	.	-13	.	3
14	COc1c(F)c(F)c(C(=O)Nc2ccccc2N2CCN(C(C)=O)CC2)c(F)c1F	-3	7	-2	104	55
15	COc1ccc(C(=S)N2CCCC2)cc1OC	-13	-4	-42	104	-1
16	C=CCn1c(N)c(C(=O)N2CCN(C)CC2)sc1=S	-4	4	-17	92	-2
17	c1ccc(Oc2ccc(-n3cnnn3)cc2)cc1	-14	0	6	123	-2
18	Nc1cccc(Cl)c1N1CCOCC1	3	0	.	145	.
19	Cn1nc(CC(=O)NCc2cccc3ccccc23)c2ccccc2c1=O	-1	8	-15	123[fluorescence artefact?]	-4
20	CC(C)CN(C(=O)COC(=O)c1cc2ccccc2oc1=O)C1CCS(=O)(=O)C1 (stereo unspecified)	.	9	-4	89[fluorescence artefact?]	-4
21	O=C(CCn1c(=O)oc2ccccc21)N1CCc2ccccc21	.	2	0	99	-2
22	COC(=O)c1cccc(NC(=O)Nc2ccc(Cl)c(Cl)c2)c1	73	.	-7	.	-3
23	O=c1[nH]c2cc3c(cc2cc1C(c1nnnn1C1CCCC1)N1CCCc2ccccc21)OCCO3 (stereo unspecified)	.	0	-2	114	1
24	C=CCOC(=O)C(C#N)c1nc2ccccc2nc1N1CCCC1 (stereo unspecified)	2	6	9	108[fluorescence artefact?]	3

#	ERb SRC1 inh	MT1-MMP txn act	sEH act	Smad3 FoxH1 inh
13	.	.	24	.
14	5	1.9	2	6
15	-7	.	13	12
16	-16	1	8	13
17	-3[fluorescence artefact?]	1	14	4
18	-4	1	-3	13
19	23	1	3	4
20	4	1.1	.	17
21	5[fluorescence artefact?]	1.3	.	6
22	.	.	-72	.
23	2	1	.	5
24	7	1.1	-1	0

In a second layout: entries from further up.
21	O=C(CCn1c(=O)oc2ccccc21)N1CCc2ccccc21
  sEH inh: .
  Calb biofilm kill: 2
  CD11b adhes inh: 0
  ERa SRC1 pot: 99
  Mac1 fbg enh: -2
  ERb SRC1 inh: 5[fluorescence artefact?]
  MT1-MMP txn act: 1.3
  sEH act: .
  Smad3 FoxH1 inh: 6
17	c1ccc(Oc2ccc(-n3cnnn3)cc2)cc1
  sEH inh: -14
  Calb biofilm kill: 0
  CD11b adhes inh: 6
  ERa SRC1 pot: 123
  Mac1 fbg enh: -2
  ERb SRC1 inh: -3[fluorescence artefact?]
  MT1-MMP txn act: 1
  sEH act: 14
  Smad3 FoxH1 inh: 4
13	Cc1ccc(S(=O)(=O)CC(=O)c2ccc(C)c([N+](=O)[O-])c2)cc1
  sEH inh: -23
  Calb biofilm kill: .
  CD11b adhes inh: -13
  ERa SRC1 pot: .
  Mac1 fbg enh: 3
  ERb SRC1 inh: .
  MT1-MMP txn act: .
  sEH act: 24
  Smad3 FoxH1 inh: .
15	COc1ccc(C(=S)N2CCCC2)cc1OC
  sEH inh: -13
  Calb biofilm kill: -4
  CD11b adhes inh: -42
  ERa SRC1 pot: 104
  Mac1 fbg enh: -1
  ERb SRC1 inh: -7
  MT1-MMP txn act: .
  sEH act: 13
  Smad3 FoxH1 inh: 12

Next structures follow.
#	SMILES	sEH inh	Calb biofilm kill	CD11b adhes inh	ERa SRC1 pot	Mac1 fbg enh
25	CC(C)Cn1nc(NS(=O)(=O)c2ccccc2)c2cc3ccccc3nc21	1	2	-3	114	5
26	Cc1ccc(NC2c3ncccc3C(=O)N2C2CCCCC2)cc1 (stereo unspecified)	0	8	.	107	.
27	CCOC(=O)CN1CC23C=CC(O2)C(C(=O)Nc2ccc4c(c2)OCO4)C3C1=O (stereo unspecified)	.	1	-13	108	-4
28	COc1ccc(S(=O)(=O)N2C3CCC2CC(NC(=O)NC2CCCCC2)C3)cc1 (stereo unspecified)	98*	2	-2	79	-3
29	Cc1ccc(C(=O)N2CCN3C(=O)c4ccccc4C23c2ccc(Cl)cc2)cc1 (stereo unspecified)	2	10	0	141	-3
30	O=C(CSc1nc2ccccc2c(=O)n1-c1ccc(Cl)cc1)c1ccco1	-4	2	.	101	.
31	CCSc1ccccc1C(=O)Nc1cccnc1	-15	-1	.	104	.
32	COc1ccccc1N1CCN(C(c2ccc(C)cc2)c2nnnn2C(C)C)CC1 (stereo unspecified)	-2	8	-17	112	-3
33	Cc1ccccc1C(=O)O/N=C/c1c(N2CCOCC2)n(C)c2ccccc12	3	.	-4	.	5
34	CCC1=Nc2cc(C(=O)NCCCOC)ccc2Sc2ccccc21	34	11	-6	111	-2
35	CCOC(=O)c1ccc(N2C(=O)CC(N(C)CCc3ccc(OC)c(OC)c3)C2=O)cc1 (stereo unspecified)	-10	.	7	.	1
36	CCC(C)NC(=O)c1cc(-c2ccc(OC)cc2)on1 (stereo unspecified)	2	10	13	106	-2

#	ERb SRC1 inh	MT1-MMP txn act	sEH act	Smad3 FoxH1 inh
25	-11	1	-2	0
26	-1[fluorescence artefact?]	1.2	0	4
27	-3	1.2	.	7
28	7	1.2	-98	-12
29	-12	.	0	0
30	8	1.2	4	-4
31	8	1.1	9	-5
32	9	0.9	2	-10
33	.	.	-1	.
34	8	0.4	-36	1
35	.	0.9	8	.
36	-5	1.4	-1	0

Later entries.
#	SMILES	sEH inh	Calb biofilm kill	CD11b adhes inh	ERa SRC1 pot	Mac1 fbg enh
37	CC(=O)c1cn(CC(=O)Nc2ccccc2C)c2ccccc12	-2	4	.	113	.
38	O=C(Nc1ccc(Cl)cc1)OCc1cncs1	18	6	-6	102	-5
39	CCn1ccnc1C(O)c1cccc(OC)c1OC (stereo unspecified)	-16	15	37	114	-6
40	O=C1CS/C(=C/C(=O)c2ccccc2)N1	2	5	-9	99	-2
41	C=C1N(CCCCCC(=O)O)C(=O)OC12CCCCC2	.	10	-2	109	-2
42	CCCCNC(=O)CCCn1c(=O)[nH]c2ccc(Br)cc2c1=O	.	-1	-21	118[fluorescence artefact?]	-3
43	O=c1c2ccccc2nc(-c2ccco2)n1Cc1ccccc1	2	4	1	98[fluorescence artefact?]	0
44	Cc1ccc(-n2c3c(cc(C(=O)N4CCN(C)CC4)c2=O)C(=O)CC(C)(C)C3)cc1	.	1	-13	122	6
45	CC1(C)Cc2c(sc3c2c(=N)n(Cc2ccco2)c(=O)n3CC(=O)Nc2ccccc2)CO1	.	2	-7	112	0
46	COc1ccc(CNc2nc3nc(C)cc(C)n3n2)cc1	-6	5	.	106	.
47	O=C(COC(=O)CSCC(=O)N1CCCCC1)NCc1ccc(F)cc1	17	5	-1	116	-4
48	C=CCN(CC(=O)NCc1ccccc1)C(=O)c1csnn1	.	8	-5	110	0

#	ERb SRC1 inh	MT1-MMP txn act	sEH act	Smad3 FoxH1 inh
37	-10	1	4	-5
38	-4	1.5	-21	5
39	2	1.1	15	-9
40	0	1.3	-1	-3
41	0	1	.	-5
42	-5	1.4	.	-4
43	-3	1.4	-2	0
44	2	1.1	.	17
45	6[fluorescence artefact?]	1.2	.	2
46	-18	1.3	9	3
47	-6[fluorescence artefact?]	1.1	-18	1
48	-3	1.2	.	-10

(next part)
#	SMILES	sEH inh	Calb biofilm kill	CD11b adhes inh	ERa SRC1 pot	Mac1 fbg enh
49	CCOC(=O)CN(C(=O)CCC(=O)Nc1cc(C)on1)C(C(=O)NC1CCCC1)c1cccnc1 (stereo unspecified)	8	7	.	100	.
50	Cc1cccc(N2CCN(C(=O)c3c(C)nn(Cc4ccccc4Cl)c3C)CC2)c1C	0	6	52*	106	-4
51	Cc1ccc2cc(C#N)c(NCCNC(=O)C3CC3)nc2c1C	.	10	7	105	-2
52	CN(C)C(=O)C(=O)c1c(-c2ccccc2)cc2ccccn12	-9	.	-8	.	-2
53	O=C(CSc1nnc(-c2ccccc2)o1)N1CCOCC1	.	8	-6	111	1
54	Cc1cccc2cc(COC(=O)C3CCCCC3)c(=O)[nH]c12	.	4	-6	109	0
55	O=c1c(Cc2ccc(F)cc2)c(O)ccn1Cc1ccc(Cl)cc1Cl	0	.	16	.	2
56	O=c1[nH]c(=O)n(CCOc2ccc(Cl)cc2)cc1Br	-1	8	.	83	.

#	ERb SRC1 inh	MT1-MMP txn act	sEH act	Smad3 FoxH1 inh
49	-7	1.2	-6	-5
50	-6	.	3	12[fluorescence artefact?]
51	-8	0.9	.	7
52	.	.	8	.
53	-5[fluorescence artefact?]	1.4	.	6
54	-19[fluorescence artefact?]	1.2	.	0
55	.	.	2	.
56	5	1.1	0	-12

Screens: PubChem, several laboratories
